# Assay outcomes deposited in PubChem by National Center for Advancing Translational Sciences (NCATS).
# MBNL1 CUG block = qHTS Assay for Inhibitors of MBNL1-poly(CUG) RNA binding | Muscleblind-like protein 1 (Homo sapiens), Q9NR56 | hit rate 0.036% among 280,000 | TR-FRET MBNL1-His/biotin-(CUG)12 binding, 665/545 ratio | Potency, µM (highest dose often 57.5 µM), inactives show at the highest dose activity change, negative = inhibition, usual class: inhibitors; active = well fitted inhibition curve with a large enough effect in the signal ratio, with a control signal flat, not every such curve was filed as active; inconclusive = small, poorly fitted or top-dose-only effect, or effect the other way, or a change in a side signal; inactive = no such curve, though single readings can be large or run the other way; the % refers to the signal ratio; note: % is set by controls: 0 for no effect and ±100 for the full control effect
#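 Ratiometric TR-FRET (665 over 545 nm, excitation 340 nm) tracks disruption of MBNL1-His/biotin-(CUG)12 complex after 60 min at room temperature, with compounds at 92 nM to 58 uM final.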
# RORg inh = qHTS for inhibitors of ROR gamma transcriptional activity. Nuclear receptor ROR-gamma (Mus musculus), P51450. Drosophila S2 Gal4-RORgamma UAS-luciferase reporter, 20 h. Potency, µM (titrated, usually from 53.6 µM), for the others: top-dose activity change, negative = inhibition, hits mostly inhibitors. hit rate 5.4% among 310,000. AID 2551, 2010; note: % is set by controls: 0 for no effect and ±100 for the full control effect; nearly all actives have a fitted effect of over 60% in size
#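 Luminescence from a UAS-regulated Photinus luciferase reporter in stably transfected Drosophila Schneider cells is measured; decreased signal marks ROR gamma inhibition. Fusion expression is induced by 700 uM copper sulfate for 20 hr.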
# uPA surface inh = qHTS for Inhibitors of Cell Surface uPA Generation | cell surface uPA generation assay, qHTS | Potency, µM (highest dose often 38.3 µM), for the others: at the top dose activity change, negative = inhibition, usual class: inhibitors | hit rate 0.31% among 330,000; active = well fitted inhibition curve with a large enough effect; inconclusive = small, poorly fitted or top-dose-only effect; inactive = no such curve, though single readings can be large or run the other way; tested in mouse RAW 264.7 cells; note: % is set by controls: 0 for no effect and ±100 for the full control effect; nearly all actives have a fitted effect of over 55% in size
# VP16 counter = VP16 counterscreen qHTS for inhibitors of ROR gamma transcriptional activity; Drosophila S2 Gal4-VP16 UAS-luciferase, luminescence, 20 h; Potency, µM (top dose mostly 53.6 µM), inactives show at the top dose activity, negative = inhibition, hits mostly inhibitors; hit rate 3.5% among 310,000; AID 2546, 2010;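 note: Gal4-VP16 expression switched on by copper sulfate through the metallothionein promoter; % is set by controls: 0 for no effect and ±100 for the full control effect; nearly all actives have a fitted effect of over 50% in size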
# BRCA1 expr up = qHTS Assay to Identify Small Molecule Activators of BRCA1 Expression; MCF7-BRCA1-FFLuc reporter, luminescence, 48 h; response scale: scaled: vehicle 0%, 10 µM genistein 100%; Potency, µM (highest dose often 46.1 µM), for the others: at the top dose activation, most hits filed as activators; hit rate 1.1% among 380,000; AID 624202, 2012; note: nearly all actives have a fitted effect of over 80% in size; some results filed as inactive show a strong effect at the top dose
#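 MCF7-BRCA1-FFLuc, 2000 cells/well; 2 h attach, 37 °C/5% CO2; compound 48 h; luciferase substrate 15 min; luminescence end-point. Norm. to genistein 10 microM max activation and DMSO; concentration-response curves fitted.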
# MLL CXXC-DNA inh = qHTS Fluorescence Polarization Assay for Inhibitors of MLL CXXC domain - DNA interaction | Histone-lysine N-methyltransferase 2A (Homo sapiens), Q03164 | MLL-CXXC / FITC-HOXA9 DNA fluorescence polarization | Potency, µM (series often up to 115 µM), without a hit: top-dose activity change, negative = inhibition, actives largely listed as inhibitors | hit rate 0.037% among 290,000; active = well fitted inhibition curve with a large enough effect in the polarisation, with a control signal flat, not every such curve was filed as active; inconclusive = small, poorly fitted or top-dose-only effect, or effect the other way, or a change in a side signal; inactive = no such curve, though single readings can be large or run the other way; the % refers to the polarisation
# Target sequence (Q03164 whole entry, looked up, the tested form may be a part): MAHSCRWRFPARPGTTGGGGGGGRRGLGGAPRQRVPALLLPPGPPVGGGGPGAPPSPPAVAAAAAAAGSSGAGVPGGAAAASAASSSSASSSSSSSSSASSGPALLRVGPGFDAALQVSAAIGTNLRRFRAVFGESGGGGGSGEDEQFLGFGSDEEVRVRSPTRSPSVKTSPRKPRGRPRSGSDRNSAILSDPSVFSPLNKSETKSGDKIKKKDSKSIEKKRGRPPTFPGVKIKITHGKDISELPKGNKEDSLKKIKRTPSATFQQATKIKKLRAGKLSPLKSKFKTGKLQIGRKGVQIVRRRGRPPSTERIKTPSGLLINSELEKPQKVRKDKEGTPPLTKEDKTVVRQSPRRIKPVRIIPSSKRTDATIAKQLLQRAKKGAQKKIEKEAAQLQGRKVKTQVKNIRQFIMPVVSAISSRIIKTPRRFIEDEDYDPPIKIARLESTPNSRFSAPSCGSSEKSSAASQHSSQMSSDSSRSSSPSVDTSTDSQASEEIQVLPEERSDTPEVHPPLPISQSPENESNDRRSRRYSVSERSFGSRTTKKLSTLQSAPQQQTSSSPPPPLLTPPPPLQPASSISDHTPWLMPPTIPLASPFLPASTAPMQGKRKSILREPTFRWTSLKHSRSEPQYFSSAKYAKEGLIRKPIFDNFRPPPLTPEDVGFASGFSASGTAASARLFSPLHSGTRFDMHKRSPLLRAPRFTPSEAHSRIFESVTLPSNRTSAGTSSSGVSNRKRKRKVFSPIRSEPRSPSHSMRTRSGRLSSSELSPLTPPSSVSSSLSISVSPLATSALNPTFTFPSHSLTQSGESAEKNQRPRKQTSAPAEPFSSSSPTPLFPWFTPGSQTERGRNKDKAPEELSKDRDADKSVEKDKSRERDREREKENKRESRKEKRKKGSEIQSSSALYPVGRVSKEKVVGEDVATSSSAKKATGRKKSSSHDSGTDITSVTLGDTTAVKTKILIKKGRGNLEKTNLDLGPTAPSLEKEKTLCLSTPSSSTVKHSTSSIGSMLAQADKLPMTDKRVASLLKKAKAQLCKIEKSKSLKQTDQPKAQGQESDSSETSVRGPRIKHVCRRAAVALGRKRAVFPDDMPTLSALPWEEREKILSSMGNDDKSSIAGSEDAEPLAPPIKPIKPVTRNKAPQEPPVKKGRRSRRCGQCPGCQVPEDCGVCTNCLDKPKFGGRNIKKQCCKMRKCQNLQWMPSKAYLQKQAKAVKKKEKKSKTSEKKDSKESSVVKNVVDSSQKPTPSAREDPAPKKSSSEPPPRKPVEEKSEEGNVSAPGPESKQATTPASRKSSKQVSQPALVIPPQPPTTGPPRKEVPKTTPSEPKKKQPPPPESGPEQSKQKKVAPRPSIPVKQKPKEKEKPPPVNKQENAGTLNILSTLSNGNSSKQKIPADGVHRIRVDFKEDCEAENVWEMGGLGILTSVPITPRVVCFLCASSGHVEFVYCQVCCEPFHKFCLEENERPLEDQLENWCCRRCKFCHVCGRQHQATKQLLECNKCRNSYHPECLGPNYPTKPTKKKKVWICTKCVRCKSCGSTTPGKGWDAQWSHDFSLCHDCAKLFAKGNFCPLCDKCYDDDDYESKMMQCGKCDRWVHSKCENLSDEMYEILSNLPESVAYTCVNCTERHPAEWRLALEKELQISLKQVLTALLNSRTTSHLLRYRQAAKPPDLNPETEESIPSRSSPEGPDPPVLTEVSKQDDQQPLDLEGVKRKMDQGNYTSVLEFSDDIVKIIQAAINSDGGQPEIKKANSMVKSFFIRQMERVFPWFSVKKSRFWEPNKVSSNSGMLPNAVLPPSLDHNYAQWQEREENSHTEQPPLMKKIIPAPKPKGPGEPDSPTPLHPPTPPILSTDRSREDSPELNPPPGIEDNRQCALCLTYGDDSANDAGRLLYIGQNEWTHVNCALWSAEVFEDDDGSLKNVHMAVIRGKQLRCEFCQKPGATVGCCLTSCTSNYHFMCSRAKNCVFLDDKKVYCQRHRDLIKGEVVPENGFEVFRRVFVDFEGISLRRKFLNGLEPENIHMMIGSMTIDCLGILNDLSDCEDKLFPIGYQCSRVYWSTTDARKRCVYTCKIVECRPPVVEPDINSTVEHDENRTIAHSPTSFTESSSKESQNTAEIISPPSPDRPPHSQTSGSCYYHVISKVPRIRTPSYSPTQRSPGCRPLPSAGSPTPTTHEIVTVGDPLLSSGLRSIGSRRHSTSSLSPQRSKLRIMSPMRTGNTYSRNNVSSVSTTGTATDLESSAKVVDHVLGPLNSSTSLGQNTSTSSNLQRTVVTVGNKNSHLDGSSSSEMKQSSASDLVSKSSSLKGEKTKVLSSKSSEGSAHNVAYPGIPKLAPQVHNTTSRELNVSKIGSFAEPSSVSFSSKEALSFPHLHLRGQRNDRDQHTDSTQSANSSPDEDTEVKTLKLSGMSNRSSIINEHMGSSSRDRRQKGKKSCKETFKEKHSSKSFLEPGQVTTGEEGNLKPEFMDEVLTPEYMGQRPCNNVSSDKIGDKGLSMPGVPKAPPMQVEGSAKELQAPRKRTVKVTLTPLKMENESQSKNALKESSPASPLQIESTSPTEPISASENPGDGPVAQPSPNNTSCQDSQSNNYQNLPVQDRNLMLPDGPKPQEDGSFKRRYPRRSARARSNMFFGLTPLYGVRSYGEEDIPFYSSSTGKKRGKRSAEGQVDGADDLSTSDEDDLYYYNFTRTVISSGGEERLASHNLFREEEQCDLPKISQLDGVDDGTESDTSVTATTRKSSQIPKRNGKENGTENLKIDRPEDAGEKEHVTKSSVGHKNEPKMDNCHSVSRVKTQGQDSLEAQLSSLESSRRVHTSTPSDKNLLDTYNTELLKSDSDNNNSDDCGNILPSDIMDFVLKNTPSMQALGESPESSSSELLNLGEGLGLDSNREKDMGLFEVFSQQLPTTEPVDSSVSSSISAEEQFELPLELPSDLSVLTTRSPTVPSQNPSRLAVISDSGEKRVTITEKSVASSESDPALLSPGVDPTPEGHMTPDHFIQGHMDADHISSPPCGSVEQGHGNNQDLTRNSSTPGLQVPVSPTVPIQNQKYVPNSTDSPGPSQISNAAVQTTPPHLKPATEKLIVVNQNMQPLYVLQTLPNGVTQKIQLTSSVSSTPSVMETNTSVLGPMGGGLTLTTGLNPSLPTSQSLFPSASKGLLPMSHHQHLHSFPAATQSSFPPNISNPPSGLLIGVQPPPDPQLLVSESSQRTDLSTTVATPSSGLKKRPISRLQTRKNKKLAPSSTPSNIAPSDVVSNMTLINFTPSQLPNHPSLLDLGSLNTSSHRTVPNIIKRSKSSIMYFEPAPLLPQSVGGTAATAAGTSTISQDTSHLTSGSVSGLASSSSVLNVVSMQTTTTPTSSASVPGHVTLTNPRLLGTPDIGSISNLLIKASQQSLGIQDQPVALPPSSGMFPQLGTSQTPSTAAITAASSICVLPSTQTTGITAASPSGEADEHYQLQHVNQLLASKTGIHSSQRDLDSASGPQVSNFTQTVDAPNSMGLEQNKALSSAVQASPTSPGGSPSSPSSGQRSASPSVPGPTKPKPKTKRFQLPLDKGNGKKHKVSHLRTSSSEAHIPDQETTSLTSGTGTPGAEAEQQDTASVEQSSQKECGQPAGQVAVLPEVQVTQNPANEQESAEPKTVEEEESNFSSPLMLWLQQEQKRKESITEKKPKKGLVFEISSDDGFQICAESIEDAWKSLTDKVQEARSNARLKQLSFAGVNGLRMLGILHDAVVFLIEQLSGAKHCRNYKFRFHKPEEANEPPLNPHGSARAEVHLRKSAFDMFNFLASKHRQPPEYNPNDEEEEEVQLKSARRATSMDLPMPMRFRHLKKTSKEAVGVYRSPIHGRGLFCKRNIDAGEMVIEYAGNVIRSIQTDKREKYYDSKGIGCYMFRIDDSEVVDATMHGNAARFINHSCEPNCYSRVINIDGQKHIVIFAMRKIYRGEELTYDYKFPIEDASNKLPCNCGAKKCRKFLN
#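 Fluorescence polarization: 7 uM MLL-CXXC (stock) preincubated 5 min with compounds, then 50 nM fluorescein-HOX-A9 DNA (stock) added; 30 min ambient. Buffer 50 mM Tris-HCl pH 7.5, 50 mM NaCl, 1 mM DTT, 0.05% BSA.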
# p53 reactivation = qHTS assay for re-activators of p53 using a Luc reporter | hit rate 0.063% among 320,000 | H1299 p53-A138V BP100-luciferase reporter, luminescence, 24 h | Potency, µM (series often up to 92.2 µM), for the others: top-dose activity change, positive = activation, actives largely listed as activators | AID 504706, 2011; note: % of control where 0% means no effect; nearly all actives have a fitted effect of over 45% in size
#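 p53-null H1299 cells stably carrying temperature-sensitive p53-A138V and a BP100-luciferase reporter were pinned with compounds (4-point, 1:5 series) and held 24 hrs at 37 deg C. Luminescence was read 10 min after detection reagent.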
# NPC1 prom act = qHTS Assay for NPC1 Promoter Activators; Potency, µM (series often up to 9.22 µM), for the others: at the highest dose activation, hits mostly activators; AID 485313, 2010; Huh7 NPC1 promoter luciferase reporter, 24 h; hit rate 2.4% among 320,000;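 note: % of control where 0% means no effect; nearly all actives have a fitted effect of over 60% in size; reporter is driven by a mutant NPC1 promoter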
#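 Cells: Huh7 expressing luciferase under the NPC1 promoter, 1500/well. Seeded 2 h, compound added, incubated 24 h at 37 °C. Luciferase reagent, 10 min ambient, then luminescence.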
# ELG1 genotoxic = qHTS screen for small molecules that induce genotoxicity in human embryonic kidney (HEK293T) cells expressing luciferase-tagged ELG1; HEK293T ELG1-luciferase reporter, luminescence, 16 h; Potency, µM (top dose mostly 46 µM), without a hit: at the highest dose activity change, positive = activation, hits mostly activators; hit rate 1.3% among 330,000; note: % of control where 0% means no effect; nearly all actives have a fitted effect of over 60% in size
#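 Genotoxicity was scored as increased ELG1-luciferase reporter signal, measured by ONE-Glo luminescence (30 min, room temperature). Compound or vehicle exposure of the HEK293T reporter cells lasted 16 hr at 37°C.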
# FLuc modulator = qHTS profiling assay for firefly luciferase inhibitor/activator using purifed enzyme and Km concentrations of substrates (counterscreen for miR-21 project) | purified FLuc, Km substrates, luminescence inhibition | Potency, µM (titrated, usually from 57.5 µM), for the others: at the highest dose activity change, negative = inhibition, hits mostly inhibitors | hit rate 6.9% among 360,000;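 note: plate controls were vehicle for no effect and reference inhibitor for full effect; nearly all actives have a fitted effect of over 55% in size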
#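 Biochemical qHTS of compounds, final roughly 60 µM downward over six points, against 10 nM purified firefly luciferase using Km concentrations of substrates (10 uM D-luciferin, 10 uM ATP) in Tris acetate pH 7.5 buffer; luminescence output.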
# Rab9 promoter act = qHTS Assay for Rab9 Promoter Activators; Huh7 Rab9 promoter-luciferase reporter, luminescence, 24 h; Potency, µM (titrated, usually from 9.22 µM), inactives show at the highest dose activation, negative = inhibition, actives largely listed as activators; hit rate 2.8% among 320,000; AID 485297, 2010; note: % of control where 0% means no effect; nearly all actives have a fitted effect of over 60% in size
#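 Measured in stably transfected Huh7 cells bearing a Rab9 promoter–luciferase construct: 24 h compound treatment at 37 °C, followed by luminescence detection.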
# * marks the source's active call; other numbers are inactive results; u = inconclusive; x = no result given; [ ] = another dose, or the depositor's remark. Unless noted, calls come from the whole dose curve; as a rule, active = well fitted curve in the direction sought with a large enough effect; inconclusive = small, poorly fitted or top-dose-only effect, or another doubt; inactive = no such curve, though single readings can be large; an effect the other way counts as inactive or inconclusive. Potency is the fitted concentration of half-maximal effect. Only part of the results is shown, so the mix of outcomes need not match the whole.
SMILES | MBNL1 CUG block | RORg inh | uPA surface inh | VP16 counter | BRCA1 expr up | MLL CXXC-DNA inh | p53 reactivation | NPC1 prom act | ELG1 genotoxic | FLuc modulator | Rab9 promoter act
COc1ccc(NC(=O)C2CCCN(S(=O)(=O)c3cccc4cccnc34)C2)cc1OC (configuration not stated) | u | 86.6% | 4.7% | -11.6% | -23.8% | -2.2% | -7.1% | -2.7% | -34.9%[inhibitor] | -4.4% | -6.4%
C=CCOC(=O)C1=C(C)OC(N)=C(C#N)C1c1c(C)nn(-c2ccccc2)c1Cl (configuration not stated) | 8.3% | 5.2% | -1.0% | 1.9% | -16.5% | -7.5% | 9.8% | 2.7% | -3.2% | 3.3% | 3.6%
CCCC/C(O)=C/c1nc2ccccc2[nH]c1=O | u | u | 2.2% | 1.5% | -3.9% | -0.8% | 13.6% | 10.2% | -0.1% | 0.8% | 27.7%
Cc1ccc(C(=O)N2CCN(Cc3ccc4c(c3)OCO4)CC2)c(Cl)c1 | -12.4% | 10.1% | -2.3% | 3.1% | -19.8% | 10.1% | 6.0% | -14.1% | -5.8% | 2.4% | -15.9%
COc1ccc(OC)c(S(=O)(=O)NCC(c2cccs2)N2CCc3ccccc3C2)c1 (configuration not stated) | x | x | 0.3% | x | -28.8% | x | 10.8% | -5.3% | 7.5% | -4.0% | -1.1%
CCC(C)Sc1ccc([C@@H]2[C@H]3C(=O)N(CC)C(=O)[C@H]3[C@]3(C(=O)OC)CCCCN23)cc1 (some centres not stated) | x | x | -6.9% | x | -57.6% | x | -6.3% | -0.3% | -8.9% | -4.5% | -2.6%
Cn1cc(S(=O)(=O)NCCc2ccccc2)c(=O)n(C)c1=O | -5.7% | -13.4% | 2.8% | 2.9% | -0.4% | 2.9% | 1.2% | -0.9% | 1.3% | 1.7% | -3.2%
O=C(Nc1ccn(Cc2c(F)c(F)cc(F)c2F)n1)c1ccc(COc2ccccc2Cl)cc1 | -10.4% | u | 2.4% | -5.5% | -53.2% | -10.2% | 5.6% | -14.1% | 0.9% | -0.2% | -11.1%
CC(C)c1cc(C(=O)NC2CCCc3c2cnn3-c2ccccc2F)no1 (configuration not stated) | -1.8% | -28.9% | u | 11.2µM* | 0.0% | 36.3% | 10.9% | -9.1% | -0.7% | -0.8% | -15.4%
CCOC(=O)c1c(C)n(C)c2ccc(OC)c(NC(=O)CCN3CCSCC3)c12 | -3.1% | 7.0% | x | -11.1% | -6.9% | 0.9% | -1.9% | 0.9% | 1.7% | 6.3% | 0.9%
COc1ccc(CNC(=O)c2ccccc2[N+](=O)[O-])cc1 | u | -1.9% | x | 2.4% | 0.2% | 4.4% | 13.5% | -1.0% | 0.0% | 1.4% | 2.1%
CCOC(=O)c1sc2nc(COC(=O)c3c(F)cccc3F)[nH]c(=O)c2c1C | -2.5% | 37.5% | 16.0% | -13.5% | -0.9% | 7.6% | 0.2% | -1.3% | -2.8% | -2.4% | 4.1%
COc1ccc2c(c1)-c1nc(/N=C/c3c(O)ccc4ccccc34)sc1CC2 | x | 15.8µM* | -4.7% | u | -29.2% | 1.0% | u | 1.3% | 0.7% | u | -3.6%
CCc1cccc(NC(=O)Cn2cc(C=O)c3ccccc32)c1 | 3.7% | u | -29.6% | 2.2% | -12.5% | 1.6% | 0.1% | -5.2% | 8.5% | -4.0% | -2.4%
CCOC(=O)c1c(CN2CCN(C)CC2)oc2ccc(O)cc12 | -0.7% | -1.9% | -0.1% | 0.8% | -3.2% | -1.5% | -2.9% | 3.5% | -1.0% | -0.8% | 12.2%
COc1ccc(/C(N)=N/OC(=O)c2c(-c3ccccc3Cl)noc2C)cc1OC | -2.1% | -35.9% | -15.9% | 10µM* | -48.2% | -1.9% | -4.5% | -0.4% | -22.1% | -1.7% | 0.3%

# An excerpt of the results above, as a working copy:
SMILES | MBNL1 CUG block | RORg inh | uPA surface inh | VP16 counter | BRCA1 expr up | MLL CXXC-DNA inh | p53 reactivation | NPC1 prom act | ELG1 genotoxic | FLuc modulator | Rab9 promoter act
O=C(Nc1ccn(Cc2c(F)c(F)cc(F)c2F)n1)c1ccc(COc2ccccc2Cl)cc1 | -10.4% | u | 2.4% | -5.5% | -53.2% | -10.2% | 5.6% | -14.1% | 0.9% | -0.2% | -11.1%
CC(C)c1cc(C(=O)NC2CCCc3c2cnn3-c2ccccc2F)no1 (configuration not stated) | -1.8% | -28.9% | u | 11.2µM* | 0.0% | 36.3% | 10.9% | -9.1% | -0.7% | -0.8% | -15.4%
CCOC(=O)c1c(C)n(C)c2ccc(OC)c(NC(=O)CCN3CCSCC3)c12 | -3.1% | 7.0% | x | -11.1% | -6.9% | 0.9% | -1.9% | 0.9% | 1.7% | 6.3% | 0.9%
COc1ccc(CNC(=O)c2ccccc2[N+](=O)[O-])cc1 | u | -1.9% | x | 2.4% | 0.2% | 4.4% | 13.5% | -1.0% | 0.0% | 1.4% | 2.1%
CCOC(=O)c1sc2nc(COC(=O)c3c(F)cccc3F)[nH]c(=O)c2c1C | -2.5% | 37.5% | 16.0% | -13.5% | -0.9% | 7.6% | 0.2% | -1.3% | -2.8% | -2.4% | 4.1%
COc1ccc2c(c1)-c1nc(/N=C/c3c(O)ccc4ccccc34)sc1CC2 | x | 15.8µM* | -4.7% | u | -29.2% | 1.0% | u | 1.3% | 0.7% | u | -3.6%
CCc1cccc(NC(=O)Cn2cc(C=O)c3ccccc32)c1 | 3.7% | u | -29.6% | 2.2% | -12.5% | 1.6% | 0.1% | -5.2% | 8.5% | -4.0% | -2.4%
CCOC(=O)c1c(CN2CCN(C)CC2)oc2ccc(O)cc12 | -0.7% | -1.9% | -0.1% | 0.8% | -3.2% | -1.5% | -2.9% | 3.5% | -1.0% | -0.8% | 12.2%
COc1ccc(/C(N)=N/OC(=O)c2c(-c3ccccc3Cl)noc2C)cc1OC | -2.1% | -35.9% | -15.9% | 10µM* | -48.2% | -1.9% | -4.5% | -0.4% | -22.1% | -1.7% | 0.3%
